Bioassay records as filed in PubChem.
MEKK3 PB1 HTS: modulators of MEKK3-MEK5 PB1 binding, primary screen, biochemical, wildtype MEKK3, multiplex bead flow cytometry, Alexa488-MEK5; Mitogen-activated protein kinase kinase kinase 3 (Homo sapiens), Q99759; bead-based flow cytometry, Alexa488-MEK5 binding to MEKK3; actives lie on both sides; 0 = blocked by unlabeled MEK5, 100 = vehicle; binding response (% of control), % at 10 µM; actives 1.4% (n = 290,000); AID 1529, 2009;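 active = binding response more than 3 SD above or below the average of its plate-row segment, actives on both sides; inconclusive = wells at one plate position flagged as instrument error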;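 also: Alexa488 bead fluorescence after subtracting the streptavidin-only scavenger bead signal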
Target sequence (Q99759 whole entry, looked up): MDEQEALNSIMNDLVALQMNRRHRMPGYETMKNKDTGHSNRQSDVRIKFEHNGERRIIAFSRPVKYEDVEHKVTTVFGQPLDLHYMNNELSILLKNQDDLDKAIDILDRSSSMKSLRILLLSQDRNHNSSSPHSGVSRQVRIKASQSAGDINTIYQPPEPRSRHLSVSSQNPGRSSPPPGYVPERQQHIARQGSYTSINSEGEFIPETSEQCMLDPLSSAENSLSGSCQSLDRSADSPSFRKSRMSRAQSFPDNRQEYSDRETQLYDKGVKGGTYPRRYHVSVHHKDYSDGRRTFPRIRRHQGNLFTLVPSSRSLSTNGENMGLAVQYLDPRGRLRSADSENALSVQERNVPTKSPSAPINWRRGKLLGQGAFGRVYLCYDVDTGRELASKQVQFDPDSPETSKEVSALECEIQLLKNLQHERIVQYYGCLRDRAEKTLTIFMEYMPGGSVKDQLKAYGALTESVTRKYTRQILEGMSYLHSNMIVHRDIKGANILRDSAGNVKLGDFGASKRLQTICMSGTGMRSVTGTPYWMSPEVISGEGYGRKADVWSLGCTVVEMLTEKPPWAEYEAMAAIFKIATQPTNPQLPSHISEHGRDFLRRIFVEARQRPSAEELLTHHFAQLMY
UBC9 SUMO inh: inhibitors of in vitro SUMOylation cascade, primary screen, biochemical, HTRF, uHTS; SUMO-conjugating enzyme UBC9 (Homo sapiens), P63279; HTRF SUMOylation assay, SAE1/SAE2 + UBC9; inhibition, % at 35 µM; actives 0.36% (n = 290,000); in the data active = inhibition above about 50%, passing the limit was not always enough; inconclusive = no clear call, values can overlap the other calls; also: strong numbers were not always called active
HCV NS3 hel inh: inhibitors of HCV NS3 helicase, primary screen, biochemical, Cy5 molecular beacon fluorescence. NS3 helicase DNA unwinding. inhibition, % at 10.9 µM. actives 0.56% (n = 290,000);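 active = inhibition above the mean of all tested compounds plus 3 SD, set per campaign, cut at about 35% in these data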;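 also: 0% = DMSO wells and 100% = thioflavine S control wells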
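Assay system: hepatitis C virus NS3 helicase domain fragment enzyme. Also added: annealed dual-labelled DNA beacon duplex, ATP-started. Timing: 1 h reaction at 25 °C, ATP-initiated. Technique: Cy5 fluorescence at 0 and 60 min, beacon hairpin quenching. Evaluation: % inhibition of unwinding. Replication: one well per compound.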
FID counter: compounds displacing fluorescent DNA intercalator, primary screen, artefact control for HCV NS3 helicase inhibitor project, biochemical, FID fluorescence | DNA fluorescent intercalator displacement | inhibition, % at 7.9 µM | actives 0.17% (n = 290,000); in the data active = inhibition above about 37%;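 also: 0% = vehicle and 100% = reference compound; higher means more ethidium bromide displaced from hairpin DNA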
CRFR2-BP ag: agonists of CRF-BP/CRF-R2 complex, primary screen, cell-based, HEK293, calcium dye fluorescence, uHTS. activation, % at 13.2 µM. AID 588473, 2011. calcium dye fluorescence (FLIPR); percent of saturating CRF peptide response. actives 0.46% (n = 350,000). CRF-binding protein / CRF receptor 2 complex (human);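 active = activation of at least 50%, plus an integration ratio under a set limit after plate pattern correction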;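 also: plate controls were neutral control wells without compound for no effect and CRF at EC100 for full effect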
CRFR2-BP antag: antagonists of CRF-BP/CRF-R2 complex, primary screen, cell-based, HEK293, calcium dye fluorescence, uHTS | inhibition, % at 11.8 µM | CRF-induced calcium fluorescence | actives 0.59% (n = 350,000) | AID 588475, 2011;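 active = inhibition of the ligand-induced calcium signal above about 50% at the single tested concentration, limit read from the data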
MEKK2wt PB1 HTS: modulators of MEK5 binding to wildtype MEKK2, primary screen, biochemical, multiplex bead flow cytometry, Alexa488-MEK5; Mitogen-activated protein kinase kinase kinase 2 (Homo sapiens), Q9Y2U5; Alexa488-MEK5 binding to MEKK2 WT; actives lie on both sides; binding response (% of control), % at 10 µM; actives 1.1% (n = 290,000); in the data active = binding response below about 67% or above about 130%; inconclusive = no clear call, values can overlap the other calls; inactive = in between
GalR3 antagonist: GalR3 antagonists in HEK293 cells, primary screen, cell-based, fluorescence readout | Galanin receptor type 3 (Homo sapiens), O60755 | HEK293 GalR3-CNG cAMP membrane potential fluorescence; galR3 body fused to GalR1 C-terminus | inhibition, % at 3 µM | actives 0.44% (n = 360,000);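 active = inhibition above the screen-wide average plus 3 SD, cut at about 13% in these data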;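 also: forskolin and galanin both at EC90 stimulate the cells; cAMP rise reported by CNG channel membrane potential dye signal; 0% = forskolin plus galanin with DMSO and 100% = forskolin alone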
Target sequence (O60755 1-299 limits assumed): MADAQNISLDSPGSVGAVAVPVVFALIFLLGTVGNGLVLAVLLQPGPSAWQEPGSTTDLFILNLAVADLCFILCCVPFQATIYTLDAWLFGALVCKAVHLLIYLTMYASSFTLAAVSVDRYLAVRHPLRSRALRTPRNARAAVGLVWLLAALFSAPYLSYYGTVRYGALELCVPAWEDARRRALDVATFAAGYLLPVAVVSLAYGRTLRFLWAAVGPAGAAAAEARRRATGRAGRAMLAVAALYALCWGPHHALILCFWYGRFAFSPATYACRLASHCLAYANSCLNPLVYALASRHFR
MEKK2mut PB1 HTS: MEK5 binding signal on mutant MEKK2 PB1, primary screen, biochemical, multiplex bead flow cytometry, Alexa488-MEK5; Alexa488-MEK5 binding to MEKK2 mutant; percent response, % at 10 µM; actives 0.35% (n = 290,000); AID 1530, 2009; in the data active = percent response above about 24%, passing the limit was not always enough; also: inactives centre near 1; some results filed as inactive read as strong as hits; reference of the scale not given here
* = called active by the depositor; ? = inconclusive; . = no result given. These rows are one share of the data; count on the stated rates, not on these rows.

SMILES	MEKK3 PB1 HTS	UBC9 SUMO inh	HCV NS3 hel inh	FID counter	CRFR2-BP ag	CRFR2-BP antag	MEKK2wt PB1 HTS	GalR3 antagonist	MEKK2mut PB1 HTS
COc1cccc(C(C)NC(=O)Nc2ccccc2Cl)c1 (centres undefined)	101	2	-5	-5	-7.4	14	97	-3	0
Cc1ccc(OCCC(=O)Nc2ccc(F)c(F)c2)cc1	87	2	0	-1	0.5	11	93	-4	-3
CC(=O)c1ccc(-n2c(CCC(=O)O)ccc2-c2ccccc2)cc1	103	-4	-2	-30	-0.6	4	102	-9	0
Cc1c(C)n(C)c2ccc([N+](=O)[O-])cc12	107	-7	1	6	0.2	25	96	-2	1
Cc1cc(-c2nnnn2-c2ccc(F)cc2)no1	99	26	-9	7	-1.7	5	96	-1	-12
O=C1CCCC2=C1C(c1ccncc1)n1c(nc3ccccc31)N2 (centres undefined)	98	?	-3	-1	-0.8	-5	96	-6	-1
O=C1CN(C(=O)COC(=O)c2oc3ccccc3c2COc2ccccc2)c2ccccc2N1	79	-7	3	-5	1.7	-22	78	-6	-5
CC(C)n1nnnc1SCC(=O)NCCc1ccccc1	91	-14	7	-4	-0.3	-4	92	-2	-6
Cc1cc(C)c2ccc(NN)nc2c1O	101	15	-2	-5	0.5	25	104	-3	6
O=C(CCC(=O)c1ccc(Oc2ccccc2)cc1)Nc1cccc(Cl)c1	99	19	8	1	13	-42	107	-4	10
CC(C)N(CC(=O)Nc1ccc(Cl)cc1C(F)(F)F)C(=O)CCl	101	0	-6	-3	-2.0	3	99	2	1
Cc1ccccc1NC(=S)Nc1ccc2[nH]c(=O)[nH]c2c1	101	15	-2	-4	-1.0	7	100	0	-3
CC1(C)CC(=O)c2sc(NC(=O)C(C)(C)C)nc2C1	102	3	-9	-8	-0.3	-1	97	-5	1
N#Cc1c(NC(=O)CSc2nnnn2C2CCCC2)sc2c1CCCC2	99	-7	-2	-3	0.6	-27	98	-2	1
COCCCn1c(=O)c2sccc2n(Cc2ccccc2)c1=O	103	1	-2	-15	0.1	12	98	4	2
CC(C)CN(CC(C)C)C(=O)c1cc2c(=O)n3ccccc3nc2s1	99	18	10	-22	0.1	-7	99	3	4
COc1cccc(-c2nc(CS(=O)(=O)CC(=O)NCc3ccccc3)c(C)o2)c1	.	1	-1	-23	0.0	-28	.	.	.
Cc1cc(C)n(C2CCCCC2OC(=O)CCc2ccccc2)n1 (centres undefined)	88	-6	2	-37	1.7	-8	95	-6	-1
O=C(NCc1ccccc1)C(c1ccccc1F)N(CC1CCCO1)C(=O)c1ccccn1 (centres undefined)	98	5	-1	-22	0.1	-3	102	1	-3
COc1cc(C(CC(=O)Nc2cc(C)ccn2)N2Cc3ccccc3C2=O)cc(OC)c1OC (centres undefined)	102	7	-13	-29	-0.3	1	102	-4	0
COc1cc(CCC(=O)Nc2ncc(C)s2)cc(OC)c1OC	100	11	2	-16	-1.1	-13	96	-7	-2
Cc1ccc2c(c1)cc(CN(Cc1ccc3c(c1)OCO3)C(=O)c1ccccc1)c1nnnn12	98	-8	0	0	-0.7	-9	90	-3	0
O=C(NC1CC1)C1CCN(C2CCN(C(=O)CSc3ccccc3)CC2)CC1	109	17	-6	-5	1.1	6	102	-2	2
O=C(Cc1ccc(Cl)cc1)NNC(=S)NC(=O)c1cccs1	103	-49	10	-8	41	23	105	-4	-1
Cc1nc2ccccn2c1C(=O)NC1CCCc2ccccc21 (centres undefined)	95	16	0	-5	1.1	21	96	-9	-4
O=C(COC(=O)CCC1CCCC1)Nc1nc2c(F)c(F)c(F)cc2s1	103	39	11	3	1.7	-52	107	-1	19
O=C(COC(=O)c1c2c(nc3ccccc13)/C(=C/c1ccco1)CC2)NC1CCCC1	102	71*	36*	-13	4.0	-10	88	-3	0
CCCNC(=O)c1nnsc1S(=O)(=O)c1ccc(Cl)cc1	100	7	-16	6	11	70*	96	-3	-2
Cc1ccc(C(=O)Cn2nnc3ccccc32)cc1[N+](=O)[O-]	102	-7	-13	0	-1.1	-7	103	2	2
CC1(C)c2ssc(=S)c2-c2ccccc2N1C(=O)CSC1=NCCS1	99	16	-4	1	-0.5	12	98	-4	1
COc1ccc(CCn2c(SCC(=O)Nc3cc(C)on3)nc3ccsc3c2=O)cc1OC	.	3	-1	-2	-1.8	32	.	-5	.
CSc1nc(N)n2nc(C(C)(C)C)cc2n1	105	1	7	-1	0.6	28	104	0	3
CC1CN(Cc2ccccc2)c2ccccc2NC1=S (centres undefined)	106	19	0	-5	1.6	-33	102	-5	0
CCCn1c2c(c(O)c(C(=O)Nc3nc4ccccc4s3)c1=O)CCCC2	93	15	2	3	-0.4	-4	91	-3	-3
COc1ccc(OC)c(CCNC(=O)CCn2ccc3cc(S(=O)(=O)N4CCCC4)ccc32)c1	100	-3	-5	-44	-0.3	-2	102	0	0
CCC(=O)N(C)CCc1cc2c(c(OC)c1/C=N/NC(=O)c1ccccc1O)OCO2	119	4	15	-8	12	9	108	-1	1
Cc1ccn2c(c1)nc(=S)n2C(=O)c1ccccc1	82	1	9	0	-0.6	4	83	-3	-4
O=S(=O)(Nc1ccc(-n2cccc2)cc1)c1ccc(Cl)cc1Cl	102	-15	-8	-7	-0.1	12	90	-4	-6
CCC(C)NC(=O)c1cn(CC)c2ccc(S(=O)(=O)N3CCCCCC3)cc2c1=O (centres undefined)	89	-14	0	-22	-0.2	-4	90	-5	-14
C=CCNc1nc(-c2ccc(OC)cc2OC)cs1	105	0	-14	-4	-2.5	20	103	-4	1
CCc1ccc(Nc2ncc3c(n2)CC(C)(C)CC3=O)cc1	101	4	3	-14	-0.1	-7	106	-4	11
COc1ccc(CC(=O)Nc2nc(C)cs2)cc1OC	97	16	1	-4	0.5	-6	97	-5	2
CC(=O)Cc1cc(O)c2ccccc2c1OC(=O)c1ccc(Br)cc1	98	-8	-19	-19	-1.8	68*	94	-2	-2
Cn1c(-c2ccc(N)cc2)nc2ccccc21	104	30	0	-3	-0.8	-5	101	3	1
O=C(c1cnsn1)N1CCCC(Nc2ccc(F)c(F)c2)C1 (centres undefined)	97	-5	8	-1	0.0	-7	99	2	-1
O=C(NCCCc1ccccc1)[C@@H]1Cc2ccccc2CN1	104	-7	-3	-1	-0.3	7	109	-11	6
COc1ccccc1-n1ccnc1SCC(=O)NC(C)(C)C	106	12	4	-5	-0.4	7	92	0	-9
Cc1c(N2C(=O)c3ccccc3C2=O)c(=O)n(-c2ccccc2)n1C	107	4	-1	-2	-1.7	-2	106	2	1
CCN(C(=O)C1CCN(S(=O)(=O)c2cccc3nonc23)CC1)c1ccccc1	100	-1	-1	-20	0.0	7	97	.	6
CC(=O)NC(CCS(C)(=O)=O)C(=O)Nc1cccc(C)c1 (centres undefined)	110	4	-4	0	0.2	5	107	.	16

(more compounds)
SMILES	MEKK3 PB1 HTS	UBC9 SUMO inh	HCV NS3 hel inh	FID counter	CRFR2-BP ag	CRFR2-BP antag	MEKK2wt PB1 HTS	GalR3 antagonist	MEKK2mut PB1 HTS
CC(NC(=O)Nc1cccc(F)c1)c1ccc2c(c1)OCO2 (centres undefined)	100	0	-1	-6	-0.7	4	101	1	3
Cc1cc(C)n(S(=O)(=O)c2ccccc2[N+](=O)[O-])n1	105	-1	-1	-1	-0.1	-9	110	-9	10
O=C1CC(c2ccccc2)=NN1c1nc(-c2ccccc2)cs1	106	38	7	-32	-2.5	-14	90	-4	-2
Cc1cccc(N2CCN(C(=S)Nc3ccc4nc(N5CCOCC5)cc(C)c4c3)CC2C)c1 (centres undefined)	93	-19	-11	1	7.0	-14	97	0	-6
CCC(C)n1nccc1NC(=O)C(C)OC(=O)c1cc2ccccc2[nH]1 (centres undefined)	102	26	-7	-14	0.3	-24	101	-4	1
COc1ccc(C(=S)N2CCN(c3ccccc3C)CC2)cc1	71	13	12	-16	-0.5	29	73	-8	3
CN(C)C(=S)Nc1ccc(Cc2ccncc2)cc1	91	-5	6	-6	0.6	1	94	-4	-2

Arranged by number of heavy atoms (rising): part of the list above
SMILES	MEKK3 PB1 HTS	UBC9 SUMO inh	HCV NS3 hel inh	FID counter	CRFR2-BP ag	CRFR2-BP antag	MEKK2wt PB1 HTS	GalR3 antagonist	MEKK2mut PB1 HTS
Cc1cc(C)c2ccc(NN)nc2c1O	101	15	-2	-5	0.5	25	104	-3	6
Cc1ccn2c(c1)nc(=S)n2C(=O)c1ccccc1	82	1	9	0	-0.6	4	83	-3	-4
CC1CN(Cc2ccccc2)c2ccccc2NC1=S (centres undefined)	106	19	0	-5	1.6	-33	102	-5	0
CCCNC(=O)c1nnsc1S(=O)(=O)c1ccc(Cl)cc1	100	7	-16	6	11	70*	96	-3	-2
COc1ccccc1-n1ccnc1SCC(=O)NC(C)(C)C	106	12	4	-5	-0.4	7	92	0	-9
CC(C)N(CC(=O)Nc1ccc(Cl)cc1C(F)(F)F)C(=O)CCl	101	0	-6	-3	-2.0	3	99	2	1
O=C1CCCC2=C1C(c1ccncc1)n1c(nc3ccccc31)N2 (centres undefined)	98	?	-3	-1	-0.8	-5	96	-6	-1
CC(=O)Cc1cc(O)c2ccccc2c1OC(=O)c1ccc(Br)cc1	98	-8	-19	-19	-1.8	68*	94	-2	-2
O=C(COC(=O)CCC1CCCC1)Nc1nc2c(F)c(F)c(F)cc2s1	103	39	11	3	1.7	-52	107	-1	19
O=C(CCC(=O)c1ccc(Oc2ccccc2)cc1)Nc1cccc(Cl)c1	99	19	8	1	13	-42	107	-4	10
O=C(NC1CC1)C1CCN(C2CCN(C(=O)CSc3ccccc3)CC2)CC1	109	17	-6	-5	1.1	6	102	-2	2
CCN(C(=O)C1CCN(S(=O)(=O)c2cccc3nonc23)CC1)c1ccccc1	100	-1	-1	-20	0.0	7	97	.	6
O=C(COC(=O)c1c2c(nc3ccccc13)/C(=C/c1ccco1)CC2)NC1CCCC1	102	71*	36*	-13	4.0	-10	88	-3	0
COc1ccc(CCn2c(SCC(=O)Nc3cc(C)on3)nc3ccsc3c2=O)cc1OC	.	3	-1	-2	-1.8	32	.	-5	.
COc1cc(C(CC(=O)Nc2cc(C)ccn2)N2Cc3ccccc3C2=O)cc(OC)c1OC (centres undefined)	102	7	-13	-29	-0.3	1	102	-4	0
